human PMI inhibitors – MPI inhibition at elevated mannose 6-phosphate – biochemical, fluorescence intensity, high mannose 6-phosphate, primary screen (AID 1220); recombinant PMI enzyme, coupled fluorescence intensity; higher % means a stronger effect; one-dose inhibition, % at 20 µM; IC50 in µM for titrated hits; hit rate 0.66% among 190,000
human PMI inhibition – inhibitors of human PMI, primary screen, biochemical, fluorescence intensity, coupled assay (AID 1209); hit rate 0.42% among 190,000; inhibition, % at 20 µM, or IC50 in µM where a hit was titrated; purified PMI enzyme, coupled fluorescence intensity; higher % means a stronger effect;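 note: plate controls were DMSO vehicle for no effect and wells lacking substrate for full effect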
TNAP activators – stimulation of alkaline phosphatase TNAP activity – biochemical, luminescent, no phosphate acceptor, uHTS, primary screen (AID 1001); hit rate 0.03% among 200,000; purified TNAP, luminescent activation assay, no phosphate acceptor; higher activation fold means a stronger effect; activation fold at 20 µM; hits with a dose series show EC50 in µM; in the data active = activation fold from about 3, or a potency from the dose series; inactive = the rest, 99 in 100 with activation fold below about 1.6; note: many of its hits are not listed in these tables
WT yeast gro inh – growth inhibition of WT yeast, mitochondrial fusion screen. mitochondrial fusion phenotypic screen, WT strain. inhibition, % at 10 µM. hit rate 2.1% among 190,000; in the data active = inhibition above about 58%; tested in S. cerevisiae
Hep lipid drop – hepatic lipid droplet formation modulation; inhibition, % at 6.5 µM; hit rate 0.4% among 240,000; AID 1656; AML12 mouse hepatocytes, oleate lipid droplets, BODIPY imaging;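 active = lipid droplet intensity inhibited by at least 50%, with more than 500 cells counted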
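Technique: fluorescence imaging, 20x objective, two fields per well / Assay system: AML12 hepatocytes (mouse) / Measure: % inhibition of lipid droplet signal / Doses: 6.5 µM single-point dosing / Incubation: overnight exposure / Reagent: 100 µM oleic acid challenge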
ER stress rescue – protection against thapsigargin-triggered cell killing – 384-well, CSM14.1, ATP luminescence, primary screen (AID 1222); cellular ATP content (survival), % at 20 µM; hits with a dose series show EC50 in µM; 190,000 tested, under 10 active; CSM14.1 thapsigargin-induced death rescue, ATP luminescence; higher % means a stronger effect;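 active = EC50 below 50 µM in the dose-response confirmation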;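 note: death triggered by thapsigargin at about 15 µM added after 2 h compound pretreatment; cell ATP read after overnight thapsigargin exposure of roughly 18 to 22 hours; normalized against plate controls of thapsigargin alone and 5% DMSO vehicle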
K1F lysis inhibition – inhibition of K1F phage lysis, E. coli UTI89, bacterial capsule biogenesis inhibitors, alamar blue (AID 488966). E. coli UTI89 K1F phage lysis, alamar blue, 2 h; higher % means a stronger effect. inhibition, % at 100 µM; hits with a dose series show IC50 in µM. hit rate 0.02% among 340,000;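 active = phage lysis inhibition, versus mean bacterial control, above a set limit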;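 note: capsule biogenesis inhibitors block K1F phage lysis so surviving cells raise fluorescence; higher fluorescence means more inhibition of phage lysis; actives were called in the ten point dose series up to 300 µM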
M1AAP inhibition – malaria alanyl aminopeptidase activity blockers – biochemical, fluorogenic H-Leu-NHMec substrate, 1536-well (AID 1445). recombinant M1AAP, H-Leu-NHMec fluorogenic kinetic assay; higher % means a stronger effect. inhibition, % at 30 µM; hits with a dose series show IC50 in µM. hit rate 0.42% among 220,000;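 active = primary inhibition above the hit cutoff, then over 50% inhibition at one or more dose response concentrations, cut at about 23% in these data, passing the limit was not always enough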;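 note: plate controls were DMSO full reaction for no effect and no enzyme background for full effect; strong numbers were not always called active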
Myeloid diff MLP – promotes myeloid progenitor differentiation. ER-HoxA9 myeloid progenitors, lysozyme-GFP differentiation, flow cytometry. calls only at 10 µM. hit rate 1% among 360,000. AID 624256;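 active = normalized GFP-positive differentiation at or above the plate's own cutoff, the solvent-only control mean plus 3 SD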;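 note: cells exposed to compound for four days before flow analysis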
WT yeast gro inh mutant strain – also measured in WT yeast gro inh; calls as there; inhibition, %; mitochondrial fusion phenotypic screen, mutant strain inhibition
Hep lipid drop cells 6.5 µM – second read-out of Hep lipid drop, no call of its own (marks repeat the call); cell count; measured here: cell count, cytotoxicity flag;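 cells counted across two imaged fields per well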
Myeloid diff MLP GFP+ MAC1+ % – also measured in Myeloid diff MLP; calls as there; GFP+ MAC1+ double positive, %; measured here: differentiation confirmed by MAC1 staining
* = called active by the depositor; & = joins results of further samples; [ ] = another dose, or the depositor's remark. Cut-off read from the data, not from the text of the source, unless noted: active = inhibition above about 50%; inactive = the rest.

`COc1ccc(C(=O)NCC(=O)OCC(=O)c2ccc3c(c2)NC(=O)CO3)cc1` gave human PMI inhibitors 3.1%, human PMI inhibition -7.4%, TNAP activators 1.1, WT yeast gro inh -1.6, Hep lipid drop -4.9, ER stress rescue 7.3%, K1F lysis inhibition 0.0%, M1AAP inhibition -0.5%, Myeloid diff MLP inactive, WT yeast gro inh mutant strain 7.3, Hep lipid drop cells 6.5 µM 586 and Myeloid diff MLP GFP+ MAC1+ % 0.2.
For CCOC(=O)c1[nH]cnc1C(=O)Nc1cccc(Cl)c1 the results were human PMI inhibitors -7.9%, human PMI inhibition -23.6%, TNAP activators 1.1, WT yeast gro inh -10.1, Hep lipid drop -1.3, ER stress rescue -0.9%, K1F lysis inhibition -0.4%, M1AAP inhibition 11.8%, Myeloid diff MLP inactive, WT yeast gro inh mutant strain 4.8, Hep lipid drop cells 6.5 µM 681 and Myeloid diff MLP GFP+ MAC1+ % 0.1.
For COC(=O)Cc1cc(=O)n(-c2ccccc2)[nH]1 the results were human PMI inhibitors 0.5%, human PMI inhibition 11.0%, TNAP activators 1.1, WT yeast gro inh 4.2, Hep lipid drop -1.8, ER stress rescue -0.4%, K1F lysis inhibition 6.8%, M1AAP inhibition 6.7%, Myeloid diff MLP inactive, WT yeast gro inh mutant strain 17.9, Hep lipid drop cells 6.5 µM 741 and Myeloid diff MLP GFP+ MAC1+ % 2.6.
Screening COc1ccc(C(=O)Nc2ccnc(-c3cccnc3)n2)cc1 returned human PMI inhibitors 15.7%, human PMI inhibition 11.8%, TNAP activators 1, WT yeast gro inh 4.1, Hep lipid drop 3.1, ER stress rescue -0.7%, K1F lysis inhibition 0.0%, M1AAP inhibition -1.4%, Myeloid diff MLP inactive, WT yeast gro inh mutant strain -6.7, Hep lipid drop cells 6.5 µM 677 and Myeloid diff MLP GFP+ MAC1+ % 0.6.
CSCC[C@H](NC(=O)OC(C)(C)C)C(=O)NCC1CCC(C(=O)O)CC1 (stereo partly specified) was read as Hep lipid drop 8.0, K1F lysis inhibition 0.5%, M1AAP inhibition 4.9%, Myeloid diff MLP inactive, Hep lipid drop cells 6.5 µM 764 and Myeloid diff MLP GFP+ MAC1+ % 0.6.
`Cc1cccc(C)c1NC1=NC2(CCCCC2)N=C(N)N1` gave human PMI inhibitors 3.1%, human PMI inhibition -5.0%, TNAP activators 1.1, WT yeast gro inh -13.2, ER stress rescue 1.1%, K1F lysis inhibition 0.3%, M1AAP inhibition 2.6%, Myeloid diff MLP inactive, WT yeast gro inh mutant strain -3.3 and Myeloid diff MLP GFP+ MAC1+ % 0.8.
Screening Cc1ccc(S(=O)(=O)N2CCOCC2)cc1NC(=O)COC(=O)c1cccnc1Cl returned human PMI inhibitors -6.1%, human PMI inhibition -10.1%, TNAP activators 0.9, WT yeast gro inh 3.4, Hep lipid drop 14.1, ER stress rescue -0.2%, K1F lysis inhibition 0.3%, M1AAP inhibition 1.4%, Myeloid diff MLP inactive, WT yeast gro inh mutant strain 14.0, Hep lipid drop cells 6.5 µM 670 and Myeloid diff MLP GFP+ MAC1+ % 0.4.
For CCN(CC)CCn1c2ccccc2c2cnc(N)c(C#N)c21 the results were human PMI inhibitors 21.7%, human PMI inhibition 6.0%, TNAP activators 1.1, WT yeast gro inh 7.5, ER stress rescue -0.4%, K1F lysis inhibition -0.1%, M1AAP inhibition 1.6%, Myeloid diff MLP inactive, WT yeast gro inh mutant strain 12.1 and Myeloid diff MLP GFP+ MAC1+ % 1.5.
Screening CCOC(=O)C1(Cc2ccccc2Cl)CCN(C(=O)c2cnccn2)CC1 returned human PMI inhibitors -3.2%, human PMI inhibition 5.3%, TNAP activators 1.1, WT yeast gro inh -7.2, Hep lipid drop -16.2, ER stress rescue -1.3%, K1F lysis inhibition -0.2%, M1AAP inhibition 7.3%, Myeloid diff MLP inactive, WT yeast gro inh mutant strain -11.8, Hep lipid drop cells 6.5 µM 698 and Myeloid diff MLP GFP+ MAC1+ % 0.6.
`COCCNCC(=O)NC12CC3CC(CC(C3)C1)C2` gave human PMI inhibitors -6.4%, human PMI inhibition 2.8%, TNAP activators 1.1, WT yeast gro inh 11.3, ER stress rescue -0.4%, K1F lysis inhibition 4.4%, M1AAP inhibition 0.8%, Myeloid diff MLP inactive, WT yeast gro inh mutant strain 19.4 and Myeloid diff MLP GFP+ MAC1+ % 0.9.
COc1cc(N=c2ssnc2Cl)cc(OC)c1OC was read as human PMI inhibitors 47.1%, human PMI inhibition 4.76µM*, TNAP activators 1.3, WT yeast gro inh 34.0, ER stress rescue 3.5%, K1F lysis inhibition -1.0%, M1AAP inhibition 3.4%, Myeloid diff MLP inactive, WT yeast gro inh mutant strain 34.1 and Myeloid diff MLP GFP+ MAC1+ % 0.3.
For CCOC(=O)c1cn(Cc2ccccc2)nn1 the results were human PMI inhibitors 11.6%, human PMI inhibition 9.5%, TNAP activators 1.1, WT yeast gro inh 3.3, Hep lipid drop -7.6, ER stress rescue -3.8%, K1F lysis inhibition 0.7%[50 µM], M1AAP inhibition -1.6%, Myeloid diff MLP inactive, WT yeast gro inh mutant strain 9.7, Hep lipid drop cells 6.5 µM 656 and Myeloid diff MLP GFP+ MAC1+ % 1.6.
For Cc1cc(=O)c2ccccc2[nH]1 the results were human PMI inhibitors -1.4%, human PMI inhibition -2.8%, TNAP activators 1, WT yeast gro inh 1.9, ER stress rescue 1.6%, K1F lysis inhibition 0.3%, M1AAP inhibition -6.3%, Myeloid diff MLP inactive, WT yeast gro inh mutant strain -13.4 and Myeloid diff MLP GFP+ MAC1+ % 0.4.
`Cn1cc(NC(=O)Nc2ccc(C(F)(F)F)cc2)c(C(F)(F)F)n1` gave Hep lipid drop -36.1, K1F lysis inhibition 0.5%, M1AAP inhibition -7.0%, Myeloid diff MLP inactive, Hep lipid drop cells 6.5 µM 617 and Myeloid diff MLP GFP+ MAC1+ % 0.2.
For CC1CCN(c2nc(-c3ccncc3)nc3ccccc23)CC1 the results were human PMI inhibitors -4.8%, human PMI inhibition -1.1%, TNAP activators 1, WT yeast gro inh -63.8, ER stress rescue 0.1%, K1F lysis inhibition 7.2%, M1AAP inhibition 7.2%, Myeloid diff MLP inactive, WT yeast gro inh mutant strain 28.1 and Myeloid diff MLP GFP+ MAC1+ % 0.0.
Screening Cc1cc(C)n(-c2ccc(C(=O)Nc3ccccc3N3CCOCC3)cc2)n1 returned human PMI inhibitors 3.5%, human PMI inhibition -2.6%, TNAP activators 1, WT yeast gro inh -8.0, ER stress rescue -1.6%, K1F lysis inhibition -0.5%, M1AAP inhibition -1.2%, Myeloid diff MLP inactive, WT yeast gro inh mutant strain 5.1 and Myeloid diff MLP GFP+ MAC1+ % 5.2.
Screening CC1CCN(CC(=O)Nc2sc3c(c2C#N)CCC3)CC1 returned human PMI inhibitors -6.5%, human PMI inhibition 0.8%, TNAP activators 1.1, WT yeast gro inh 21.1, ER stress rescue -0.9%, K1F lysis inhibition 0.8%, M1AAP inhibition 1.7%, Myeloid diff MLP inactive, WT yeast gro inh mutant strain 18.4 and Myeloid diff MLP GFP+ MAC1+ % 0.4.
CN1C2CCC1/C(=C\c1ccccc1)C(=O)/C2=C\c1ccccc1 was read as human PMI inhibitors -6.9%, human PMI inhibition -0.8%, TNAP activators 1, WT yeast gro inh 3.8, ER stress rescue 0.4%, K1F lysis inhibition 0.2%, M1AAP inhibition 2.4%, Myeloid diff MLP inactive, WT yeast gro inh mutant strain 4.8 and Myeloid diff MLP GFP+ MAC1+ % 1.6.
Screening Cc1ccc(-c2cc3nc(C)cc(NCc4ccco4)n3n2)cc1 returned human PMI inhibitors 16.0%, human PMI inhibition 14.1%, TNAP activators 1.1, WT yeast gro inh -2.2, ER stress rescue -3.7%, K1F lysis inhibition 3.6%, M1AAP inhibition 8.9%, Myeloid diff MLP inactive, WT yeast gro inh mutant strain -4.9 and Myeloid diff MLP GFP+ MAC1+ % 1.8.
Cc1ccc(NC(=O)CNCC(c2ccccc2)N(C)C)cc1F (stereo unspecified) was read as Hep lipid drop 10.7, K1F lysis inhibition 0.4%, M1AAP inhibition 4.9%, Myeloid diff MLP inactive, Hep lipid drop cells 6.5 µM 612 and Myeloid diff MLP GFP+ MAC1+ % 0.2.
For O=C(OCCNc1nc(-c2ccccc2)nc2ccccc12)c1ccncc1 the results were human PMI inhibitors -2.5%, human PMI inhibition 9.2%, TNAP activators 1, WT yeast gro inh 36.1, Hep lipid drop -0.7, ER stress rescue -1.1%, K1F lysis inhibition 0.1%, M1AAP inhibition -5.4%, Myeloid diff MLP inactive, WT yeast gro inh mutant strain 32.1, Hep lipid drop cells 6.5 µM 705 and Myeloid diff MLP GFP+ MAC1+ % 0.3.
Screening CC1=C(C(=O)OCc2ccccc2)C(c2cccnc2)c2c(n(C)c(=O)n(C)c2=O)N1 (stereo unspecified) returned human PMI inhibitors 14.7%, human PMI inhibition 6.8%, TNAP activators 1.1, WT yeast gro inh 2.1, ER stress rescue 3.4%, K1F lysis inhibition 0.2%&-1.6%, M1AAP inhibition 5.2%, Myeloid diff MLP inactive, WT yeast gro inh mutant strain -7.3 and Myeloid diff MLP GFP+ MAC1+ % 1.6&6.6.
For CC12CC3(C)CC(C)(C1)CC(C(=O)NCc1ccccn1)(C2)C3 the results were human PMI inhibitors 10.8%, human PMI inhibition 2.7%, TNAP activators 1, WT yeast gro inh 1.4, Hep lipid drop 6.1, ER stress rescue 2.9%, K1F lysis inhibition -0.5%, M1AAP inhibition 0.1%, Myeloid diff MLP inactive, WT yeast gro inh mutant strain 15.6, Hep lipid drop cells 6.5 µM 625 and Myeloid diff MLP GFP+ MAC1+ % 0.9.
For Cc1cc(C)c(S(=O)(=O)Nc2cccc3nsnc23)c(C)c1 the results were human PMI inhibitors 19.4%, human PMI inhibition 25.6%, TNAP activators 1, WT yeast gro inh 11.0, Hep lipid drop -6.4, ER stress rescue 1.7%, K1F lysis inhibition 0.0%, M1AAP inhibition 9.8%, Myeloid diff MLP inactive, WT yeast gro inh mutant strain 3.0, Hep lipid drop cells 6.5 µM 747 and Myeloid diff MLP GFP+ MAC1+ % 0.6.
CCOC(=O)c1cnc(SC)nc1Oc1cccc(NC(=O)c2ccc(Cl)cc2)c1 was read as human PMI inhibitors 5.9%, human PMI inhibition 11.0%, TNAP activators 1.2, WT yeast gro inh -18.2, ER stress rescue -0.2%, K1F lysis inhibition 0.3%, M1AAP inhibition -3.7%, Myeloid diff MLP inactive, WT yeast gro inh mutant strain -3.5 and Myeloid diff MLP GFP+ MAC1+ % 1.6.
